# From PubChem BioAssay
# OX1R antag-1: antagonists of human orexin 1 receptor (OX1R) | AID 485270 | OX1R-expressing cells, FRET antagonist read-out | 330,000 compounds, 1.8% hits | O43613 | inhibition, % at 6.6 µM; in the data active means inhibition mostly above about 38%, no sharp cut-off; inactive means mostly below about 40%;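 further: 0% = agonist challenge alone and 100% = reference antagonist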
# STK33 inh: human STK33 kinase inhibition. AID 2661. inhibition, % at 10 µM. 320,000 compounds, 0.073% hits. purified STK33, MBP phosphorylation, ADP-Glo luminescence;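 active means inhibition at or above 25%, using the most active replicate where run in duplicate; inactive means inhibition below 25%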
# Target sequence (Q9BYT3 whole entry, looked up): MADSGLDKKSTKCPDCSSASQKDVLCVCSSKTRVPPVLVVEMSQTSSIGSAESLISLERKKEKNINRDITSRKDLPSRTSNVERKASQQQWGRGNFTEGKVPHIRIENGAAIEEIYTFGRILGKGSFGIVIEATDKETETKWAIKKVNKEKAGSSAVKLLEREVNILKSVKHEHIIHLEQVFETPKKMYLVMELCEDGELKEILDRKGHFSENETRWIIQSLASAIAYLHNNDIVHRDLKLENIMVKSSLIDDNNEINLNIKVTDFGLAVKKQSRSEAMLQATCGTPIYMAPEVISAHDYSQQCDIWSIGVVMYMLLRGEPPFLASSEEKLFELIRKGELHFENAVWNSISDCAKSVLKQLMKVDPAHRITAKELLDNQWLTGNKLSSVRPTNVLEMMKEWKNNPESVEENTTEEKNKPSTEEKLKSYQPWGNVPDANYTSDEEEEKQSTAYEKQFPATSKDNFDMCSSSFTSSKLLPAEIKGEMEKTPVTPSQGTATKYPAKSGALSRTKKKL
# OX1R antag-2: blocks the human orexin 1 receptor; O43613; CHO/OX1R cells, Fluo-8 calcium fluorescence, orexin A; inhibition, % at 5 µM; 330,000 compounds, 0.43% hits; AID 434989;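 active means inhibition above its plate's threshold, mean inhibition of all tested compounds on the plate plus 3 SD, cut at about 37% in these data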;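 further: 0% = orexin A challenge wells and 100% = SB-334867-A antagonist wells; not every result past the cut was called active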
# An asterisk follows results filed as active; x = no result given.
SMILES,OX1R antag-1,STK33 inh,OX1R antag-2
COc1ccc(-c2nnc(SCC(=O)Nc3cc(S(=O)(=O)N4CCCCC4)ccc3Cl)n2N)cc1,17,0.7,-20
CCCS(=O)(=O)N1CCC(C(=O)NCC2CCCO2)CC1 (stereo not given),21,0.1,-7
COc1cc(C(=O)NCC(C)C)c([N+](=O)[O-])cc1OC,27,-0.5,20
O=C(O)c1ccc(NC2=C(n3nnc4ccccc43)C(=O)c3ccccc3C2=O)cc1,174*,0.4,-13
COc1ccc(N(CC(=O)N2CCN(c3ccccc3F)CC2)S(=O)(=O)c2ccc(C)cc2)cc1,22,-1.9,-8
CN(C)c1nc(SCCOC(=O)COc2ccc(Cl)cc2Cl)nc(N(C)C)n1,1,-0.9,-26
N#Cc1ccc(C(CC(=O)O)N2Cc3ccccc3C2=O)cc1 (stereo not given),16,-0.9,3
CN1CCN(c2nc(-c3ccc(Cl)cc3)cc(=O)[nH]2)CC1,-8,0.5,-13
Cc1no[n+]([O-])c1COc1ccc(/C=C2\NC(=S)NC2=O)cc1,44,-0.9,-9
COc1cc(C(=O)NCCC(=O)NCc2c(F)cc(F)cc2F)cc(OC)c1OC,9,-0.6,-14
O=C(c1cccs1)N1CCC(c2nc3c(nnn3Cc3cccc(Cl)c3)c(=O)[nH]2)CC1,9,-1.9,-37
CCc1nc(SCC(=O)N2CCCC2)c2c(=O)n(C)c(=O)n(C)c2n1,7,-1.0,-19
COc1ccc(CCN=C(N)NS(=O)(=O)c2cccs2)cc1OC,3,1.3,-8
O=C(Nc1cccnc1)c1ccc(Cl)c(S(=O)(=O)N2CCCCC2)c1,6,-1.1,-10
CC1(C)SC(=S)N(/N=C/c2ccc(O)cc2)C1N(O)C(=O)Nc1ccc([N+](=O)[O-])cc1 (stereo not given),22,0.9,13
CCn1cc(C(=O)NCc2ccco2)c(=O)c2cc(S(=O)(=O)N3CCCC3)ccc21,-2,-1.4,-24
COc1ccc(NC(=O)CNC(=O)c2nn(-c3ccc(OC)c(Cl)c3)c(=O)c3ccccc23)c(OC)c1,10,-0.2,-57
COc1ccc(Nc2nc(-c3ccccc3O)nc3ccccc23)cc1,22,3.9,-5
COc1ccc2c3c(c(=O)oc2c1OCC(N)=O)CCCC3,24,0.4,-5
CC1CCCC(C)N1C(=O)COC(=O)c1cc(S(=O)(=O)N2CCOCC2)ccc1Cl (stereo not given),13,-1.5,-24
COc1ccc(CC(=O)NC2CCS(=O)(=O)C2)cc1 (stereo not given),22,0.3,-11
CCCc1[nH]n(-c2ccc([N+](=O)[O-])cc2)c(=O)c1C=NCCCn1ccnc1,14,-1.1,-6
CCN(Cc1ccccc1)CC(O)COc1ccccc1 (stereo not given),17,-0.6,-22
Cc1cc(C)cc(NC(=O)COC(=O)c2cc(C)oc2C)c1,62,-2.2,-4
O=c1oc2cc(O)c(Cl)cc2c2ccccc12,-26,0.8,-8
COc1cc(C)c(CNc2ccc(OC)c(OC)c2)cc1C,20,-0.3,-22
Cn1cc(S(=O)(=O)N2CCC(Cc3ccccc3)CC2)c(=O)n(C)c1=O,-6,0.2,2
CCn1cc(C(=O)NCc2ccc3c(c2)OCO3)c2cc(OC)c(OC)cc2c1=O,27,-2.3,-31
N/C(=N\NC(=O)c1ccc(Cl)cc1)c1cnccn1,0,0.3,-1
CCOCCCNC(=O)c1cn(C)c(=O)c2cc(OC)c(OC)cc12,18,0.0,-3
COC(=O)N/C(C)=C1/NC(=O)c2ccccc2C(c2ccccc2)N1 (stereo not given),8,1.2,-20
O=C(Cn1cc([N+](=O)[O-])cn1)Nc1nc2ccccc2s1,11,0.8,-21
Cn1nc(-c2ccccc2)c(C(O)c2ccc(Cl)cc2)c1Cl (stereo not given),10,-0.4,-17
COc1cccc(NC(=O)CN(C2=NC3CS(=O)(=O)CC3S2)c2cccc(C)c2)c1 (stereo not given),4,0.7,-15
CCC(C)(C(=O)NC1CCCCC1)N(Cc1ccco1)C(=O)c1ccccn1 (stereo not given),18,-1.2,-10
NC(=O)[C@@H]1CCCN1Cc1nc(Cc2cccc(C(F)(F)F)c2)no1,9,0.8,-23
O=C(CCNC(=O)c1ccccc1Cl)Nc1nc2ccccc2[nH]1,-2,-1.3,-20
O=C(Nc1ccc(Oc2ccccc2)cc1)N[C@@H](Cc1ccccc1)C(=O)O,17,-1.6,3
Cc1ccccc1C(=O)N1CCN(c2nc(N3CCOCC3)nc(N3CCOCC3)n2)CC1,14,1.1,-8
O=C(Nc1nnc(-c2ccccc2)o1)Nc1ccc(F)cc1F,4,-0.1,-12
Cc1ccc2cc(CCNC(=O)c3ccco3)c(=O)[nH]c2c1C,10,-1.1,-14
CC(CCO)Nc1nc2c([nH]1)c(=O)n(C)c(=O)n2C (stereo not given),7,-1.5,0
O=C(Nc1nccs1)c1nc(-c2ccccc2)n(-c2ccccc2)n1,9,-2.6,-18
NCCCn1cnc2ccccc21,17,-0.9,-4
CCN(CC(=O)Nc1cc(Cl)ccc1C)C(=O)C1COc2ccccc2O1 (stereo not given),0,-1.4,-1

# Ordered by number of heavy atoms (lowest first): part of the list above.
SMILES,OX1R antag-1,STK33 inh,OX1R antag-2
NCCCn1cnc2ccccc21,17,-0.9,-4
O=c1oc2cc(O)c(Cl)cc2c2ccccc12,-26,0.8,-8
CC(CCO)Nc1nc2c([nH]1)c(=O)n(C)c(=O)n2C (stereo not given),7,-1.5,0
COc1cc(C(=O)NCC(C)C)c([N+](=O)[O-])cc1OC,27,-0.5,20
CN1CCN(c2nc(-c3ccc(Cl)cc3)cc(=O)[nH]2)CC1,-8,0.5,-13
COc1cc(C)c(CNc2ccc(OC)c(OC)c2)cc1C,20,-0.3,-22
N#Cc1ccc(C(CC(=O)O)N2Cc3ccccc3C2=O)cc1 (stereo not given),16,-0.9,3
COc1ccc(CCN=C(N)NS(=O)(=O)c2cccs2)cc1OC,3,1.3,-8
O=C(Nc1nccs1)c1nc(-c2ccccc2)n(-c2ccccc2)n1,9,-2.6,-18
COc1ccc(Nc2nc(-c3ccccc3O)nc3ccccc23)cc1,22,3.9,-5
CCN(CC(=O)Nc1cc(Cl)ccc1C)C(=O)C1COc2ccccc2O1 (stereo not given),0,-1.4,-1
CCCc1[nH]n(-c2ccc([N+](=O)[O-])cc2)c(=O)c1C=NCCCn1ccnc1,14,-1.1,-6
CC1CCCC(C)N1C(=O)COC(=O)c1cc(S(=O)(=O)N2CCOCC2)ccc1Cl (stereo not given),13,-1.5,-24
O=C(c1cccs1)N1CCC(c2nc3c(nnn3Cc3cccc(Cl)c3)c(=O)[nH]2)CC1,9,-1.9,-37
Cc1ccccc1C(=O)N1CCN(c2nc(N3CCOCC3)nc(N3CCOCC3)n2)CC1,14,1.1,-8
COc1ccc(N(CC(=O)N2CCN(c3ccccc3F)CC2)S(=O)(=O)c2ccc(C)cc2)cc1,22,-1.9,-8
COc1ccc(NC(=O)CNC(=O)c2nn(-c3ccc(OC)c(Cl)c3)c(=O)c3ccccc23)c(OC)c1,10,-0.2,-57

# Next part.
SMILES,OX1R antag-1,STK33 inh,OX1R antag-2
c1cncc(-c2nc(NCc3ccco3)c3ccccc3n2)c1,31,5.2,-20
N#Cc1nc(Cc2ccccc2)oc1N1CCN(c2cccc(Cl)c2)CC1,-2,-0.3,6
O=C(CC1C(=O)N(c2ccccc2)C(=S)N1c1ccccc1)c1ccc(Br)cc1 (stereo not given),-3,-0.4,-11
CCSc1ccc([C@@H]2[C@H]3C(=O)N(C)C(=O)[C@H]3[C@]3(C(=O)OC)CCCCN23)cc1OC,58,-1.0,18
COc1ccccc1NC(=O)CSc1nnc(-c2ccccn2)n1Cc1ccco1,6,1.7,-11
COc1ccc(-c2csc(NC(=O)CS(=O)(=O)c3ccc(F)cc3)n2)cc1OC,76*,-0.2,28
O=C(CSc1nnc(-c2cccnc2)o1)Oc1ccccc1,4,-0.7,-4
CCCCCCN(C(=O)CCl)c1ccccc1,4,-0.5,-3
COCc1cc(C)nc(SCC(=O)N2CCC(C)CC2)c1C#N,6,-1.7,-27
O=S(=O)(NC1CCN(S(=O)(=O)c2ccc3c(c2)OCCO3)C1)c1c(F)cccc1F (stereo not given),-2,-0.4,-21
COc1ccc(Cl)cc1NC(=O)C/C(C)=N/NC(=O)CC#N,9,-1.5,-40
O=C(C(=O)N1CCN(c2ccccc2F)CC1)c1cn(CC(=O)N2CCOCC2)c2ccccc12,8,-0.3,-21
O=C(NCCS(=O)(=O)N1CCC2(CC1)OCCO2)c1ccccc1,20,0.2,-14
Cc1ccc(S(=O)(=O)N(CC(=O)N2CCCCC2)c2cccc(C)c2)cc1,42,2.9,-21
Cc1sc(NC(=O)C2=COCCO2)c(C#N)c1C,19,x,-17
CC(NC(=O)COc1ccc(/C=N/NC(=O)C(=O)Nc2ccccc2Br)cc1)c1ccccc1 (stereo not given),17,0.5,-10
Cc1ccc(S(=O)(=O)NCc2ccccc2)cc1C(=O)NCCc1ccc(S(N)(=O)=O)cc1,9,-0.3,-7
O=C(OCC(=O)N1N=C(c2ccc(Cl)cc2)CC1c1ccco1)c1cncc(Br)c1 (stereo not given),7,-0.1,-22
COc1cc(C)c(Cl)cc1S(=O)(=O)n1cnc(C)c1,3,0.3,-21
Cc1ccc(NC(=O)CSc2nc(=O)cc(N)n2CCc2ccccc2)cc1,9,2.2,-2
Cc1cc(NC(=O)CCCn2cnc([N+](=O)[O-])n2)no1,13,-1.4,3
COc1ccc(NC(=O)Nc2ccc(Cc3ccncc3)cc2)c(OC)c1,19,0.3,-10
Oc1ccc(N2CCN(Cc3cc4c(cc3Br)OCCO4)CC2)cc1,2,-1.5,-11
Cc1ccc(C(=O)NCC(=O)OCCOc2ccccc2Cl)cc1,24,-0.1,-19
CCOC(=O)CNC(=O)CSc1nnnn1-c1ccc(C)c(C)c1,6,-0.4,-14
Cc1cc(Br)ccc1NC(=O)CN(C)C(=O)C1=COCCO1,7,-2.2,2
CCOC(=O)Nc1c(Cl)n(C)c(=O)n(C)c1=O,6,-1.8,-14
CCOc1ccc(Br)cc1S(=O)(=O)NCCN(C)C,10,-1.4,-5
COc1ccccc1CN1CCNC(=O)C1CC(=O)NCc1csc(C)n1 (stereo not given),10,-0.7,-6
C#CCn1c(O)c(N=NC(=O)CNC(=O)/C=C/c2ccccc2)c2ccccc21,15,-0.2,-11
CCc1ccc(NC(=O)CSc2nnc(-c3n[nH]c4ccccc34)n2-c2ccccc2)cc1,21,-0.1,-19
CN(C)C(=S)c1ccc2ccccc2n1,7,-1.9,-6
CCOC(=O)CNC(=O)Nc1cc(C(C)(C)C)nn1-c1ccccc1,17,-2.1,-12
CCc1ccccc1NC(=O)Cn1nc(C(F)(F)F)c2c1CCC2,12,0.4,-13
C#CC(=O)N(c1cc(OC)ccc1OC)C(C(=O)NC1CCCC1)c1cccs1 (stereo not given),15,0.6,-7
CCOc1cc(NC(=S)NCCOC)c(OCC)cc1NC(=O)c1ccco1,2,-8.4,-37
Cn1nnnc1SCC(=O)Nc1ccc(Br)cc1Cl,7,-3.0,-12
